Screening results deposited in PubChem by Broad Institute.
PglD DTNB – C. jejuni PglD acetyltransferase inhibitors, primary screen, biochemical, DTNB colorimetric, single point; 360,000 tested, 0.098% active; AID 602405, 2012; inhibition, % at 12.5 µM; purified PglD enzyme, DTNB colorimetric CoA detection; UDP-N-acetylbacillosamine N-acetyltransferase PglD (Campylobacter jejuni); in the data active means inhibition above about 16%, passing the limit was not always enough; inconclusive means no clear call, values can overlap the other calls; further: strong numbers were not always called active
RAD54 branch – inhibitors of human RAD54 branch migration, primary screen, biochemical, fluorescence, single point; DNA repair and recombination protein RAD54-like (Homo sapiens), Q92698; RAD54 Holliday junction branch migration, FAM/BHQ fluorescence; inhibition, % at 10.4 µM; 360,000 tested, 0.14% active; AID 602329, 2012;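 active means mean normalized replicate activity at least 40 and at least half of replicates scoring 40 or more; inconclusive means only one of the two criteria met; inactive means mean below 40 and under half of replicates reaching 40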;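 further: 0% = median of neutral control wells and 100% = median of positive control wells; inhibitors cause a drop in the FAM fluorescence signal; in these data hits start at about 50%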
Target sequence (Q92698 whole entry, looked up): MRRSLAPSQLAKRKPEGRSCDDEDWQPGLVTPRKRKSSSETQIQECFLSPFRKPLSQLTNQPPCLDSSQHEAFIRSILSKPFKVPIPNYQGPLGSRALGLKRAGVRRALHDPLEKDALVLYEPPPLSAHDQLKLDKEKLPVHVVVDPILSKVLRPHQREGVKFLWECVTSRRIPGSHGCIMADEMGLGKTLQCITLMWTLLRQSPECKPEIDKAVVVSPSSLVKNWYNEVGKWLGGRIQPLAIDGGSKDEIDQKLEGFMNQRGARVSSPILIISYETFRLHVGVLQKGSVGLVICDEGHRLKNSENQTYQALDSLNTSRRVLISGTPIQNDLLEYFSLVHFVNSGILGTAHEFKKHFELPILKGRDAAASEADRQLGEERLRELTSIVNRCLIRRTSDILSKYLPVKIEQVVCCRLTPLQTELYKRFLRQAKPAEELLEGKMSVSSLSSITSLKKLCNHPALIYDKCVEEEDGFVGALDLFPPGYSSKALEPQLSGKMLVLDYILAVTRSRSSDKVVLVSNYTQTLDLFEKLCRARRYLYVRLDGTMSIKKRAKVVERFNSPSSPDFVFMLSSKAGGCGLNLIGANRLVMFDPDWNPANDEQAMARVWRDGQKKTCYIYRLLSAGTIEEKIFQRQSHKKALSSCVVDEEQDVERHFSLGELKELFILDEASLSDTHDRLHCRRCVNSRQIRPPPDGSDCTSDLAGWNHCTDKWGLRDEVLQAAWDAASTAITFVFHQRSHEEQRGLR
Cneo AK release – Cryptococcus neoformans cell lysis inducers, primary screen, AK release luminescence, single concentration; lysis activity, % at 15 µM; C. neoformans lysis, adenylate kinase release luminescence, 4 h; normalised: neutral wells 0, clomiphene wells 100; 360,000 tested, 0.2% active;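 active means mean lysis activity across replicates of at least 80%, whatever share of replicates individually reach that level; inactive means mean lysis activity below 80%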
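Test system: log-phase Cryptococcus neoformans yeast cells; Quantity: yeast cell density of 5 × 10^6 cells/mL; Buffer or medium: YPD; Doses: single compound concentration per well; Timing: 4 h at 37 °C static, read 1 h later; Measured by: AK luminescence; Read-out basis: lysis from increased AK signal; Control set: Clomiphene as positive control.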
PGC1a acetyl inh – inhibitors of PGC1a acetylation signal, primary screen, cell-based, U2OS, AlphaScreen, inhibitor mode. inhibition, % at 15.6 µM. AID 651687, 2012. 350,000 tested, 0.17% active. AlphaScreen anti-acetyl-lysine; with virally co-expressed GCN5 acetyltransferase;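 active means every replicate shows inhibition of at least 40%; inconclusive means mean inhibition at least 40% but some replicate below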;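 further: 0% = neutral control wells and 100% = positive control wells; some results beyond the cut were filed as inactive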
miR-122 sensor – miR-122 Renilla sensor signal increase in Huh7, primary screen, miR-122 inhibitor project, cell-based, single point, plate reader; 340,000 tested, 0.3% active; AID 602342, 2012; activation (reporter increase), % at 12.5 µM; Huh7 miR-122 Renilla luciferase sensor, 48 h; neutral wells = 0, positive control = 100;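 active means mean replicate activation score at least 90 and every replicate individually at or above 90; inconclusive means only one of the two criteria met; inactive means neither criterion met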;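 further: higher luciferase means less miR-122 activity so hits act as miR-122 inhibitors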
RAD52 inh – RAD52 DNA annealing inhibitors, primary screen, biochemical, FRET, single point, set 2 | DNA repair protein RAD52 homolog (Homo sapiens), P43351 | AID 651710, 2012 | recombinant RAD52 DNA annealing, FRET fluorescence | 360,000 tested, 0.46% active | inhibition, % at 18.7 µM;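 active means every replicate showing at least 50% inhibition; inconclusive means mean inhibition at least 50% but not in every replicate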
ERAP1 inh – human ERAP1 aminopeptidase inhibitors, primary screen, biochemical, single point, plate reader. recombinant ERAP1, Leu-AMC fluorescence, 60 min. Endoplasmic reticulum aminopeptidase 1 (Homo sapiens), Q9NZ08. inhibition, % at 10.7 µM. 340,000 tested, 0.15% active;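 active means mean replicate inhibition of at least 30%, or all replicates individually reaching that 30% level; inactive means mean below 30% and not every replicate reaching it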;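 further: 0% = neutral control wells and 100% = L-leucinethiol positive control wells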
E-sel inducer – E-selectin induction in HUVECs, primary screen, imaging, HUVEC, immunofluorescence imaging, single point. normalized: neutral wells 0, TNF-alpha wells 100. activation, % at 7.58 µM. 260,000 tested, 0.37% active. AID 686992, 2013;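 active means mean E-selectin-positive cell signal at least 10% of the positive control, reached in at least 60% of replicates, without over 20% cell loss; inconclusive means no rule given, readout overlaps actives, possibly toxicity-flagged; inactive means the rest, including those meeting only one limit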;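 further: in these data hits start at about 27%; measured in HUVEC primary endothelial cells; signal is the percent of cells scored E-selectin positive by PE staining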
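Read-out basis: % PE-positive cells; Test system: HUVEC primary endothelial cells; Technique: immunofluorescence imaging; Dosing: single-point compound dose.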
* = called active by the depositor; ? = inconclusive; nt = no result given; [ ] = remark or other dose.

SMILES	PglD DTNB	RAD54 branch	Cneo AK release	PGC1a acetyl inh	miR-122 sensor	RAD52 inh	ERAP1 inh	E-sel inducer
O=C(NC1(Cc2ccccc2)CCN(Cc2ccc(-c3ccccc3)cc2)C1=O)c1ccccc1 (stereo not given)	-3	4	0	-9	10	0	1	0.5
Cc1nnc(SCC(=O)NCc2ccccc2)[nH]c1=O	5	-8	0	5	-2	-8	2	nt
CCOc1ccc(CCNC(=O)CCNC(=O)c2ccco2)cc1OCC	1	3	-1	1	0	-3	-4	-0.1
COCC(=O)N1CC(=O)N2[C@H](C1)[C@@H](c1ccc(C#CC3CCCC3)cc1)[C@@H]2CO	nt	nt	nt	8	nt	-16	-1	0.1
N#C/C(=N\Nc1ccccc1)C(N)=S	-10	4	4	5	-6	-23	nt	nt
C/C=C/c1ccc2c(c1)O[C@H](CN(C)C(=O)c1ccncc1)[C@H](C)CN([C@@H](C)CO)S2(=O)=O	3	3	-1	-1	-21[16.7 µM]	12	6	-0.4
O=C(NC1CCN(C(=O)Nc2ccccc2Cl)CC1)c1ccccc1	nt	nt	nt	-3	nt	-8	0	1.1
CCOC(=O)N(C)c1c(CC)nc2c(OCc3ccc(S(C)(=O)=O)cc3)cccn12	-3	-8	-1	-8	1	-13	8	-0.4
CN(C)c1cc[n+](CC(=O)N2CCCc3ccccc32)cc1	nt	nt	nt	1	0	10	0	nt
OC1COC(c2ccccc2)OC1C(O)C1OC(c2ccccc2)OCC1O (stereo not given)	1	2	1	-1	1	-8	3	-0.2
COc1ccccc1N1CCN(S(=O)(=O)c2cn(C)nc2C)CC1	3	1	0	6	-2	-8	0	-0.1
CC(C)(C)SCCNC(=O)CN(c1ccc(F)c(Cl)c1)S(C)(=O)=O	-2	2	-1	1	-1	nt	nt	nt
CCCNC(=O)Cn1sc2nc(C)cc(C)c2c1=O	nt	nt	nt	6	nt	-35	22	-0.2
O=C(NCC1CCCO1)c1onc(CSc2ccccc2)c1C(=O)O (stereo not given)	0	-6	-1	10	7	-17	1	-0.2
CCNC(=O)C1(C)CCN(C(=O)c2ccc(C(F)(F)F)cc2)C1 (stereo not given)	-2	6	3	2	1	-8	4	nt
C[C@H](CO)N1C[C@H](C)[C@@H](CN(C)Cc2ccc3c(c2)OCO3)OCCCC[C@H](C)Oc2ccc(NC(=O)Nc3ccccc3)cc2C1=O	10	-5	-2	-3	4[16.7 µM]	49	-3	-0.2
COc1ccc(S(=O)(=O)N(C)C[C@@H]2Oc3ncc(C#CC4(O)CCCC4)cc3C(=O)N([C@@H](C)CO)C[C@@H]2C)cc1	-2	-14	-7	-2	-11[16.7 µM]	1	2	26
O=CNc1ccc2c3c(cccc13)-c1ccccc1-2	6	-3	-1	-4	-16	-50	-4	0.8
Cc1cccc2c(N=Nc3ccc(S(=O)(=O)Nc4ccc(Cl)cc4)cc3[N+](=O)[O-])c(O)[nH]c12	-4	nt	0	3	53	-9	-3	2.0
O=c1[nH]cc(S(=O)(=O)Nc2ccc3c(c2)OCO3)c(=O)[nH]1	8	-10	3	14	0	-4	0	0.2

Next section (3 carried over from the part before).
SMILES	PglD DTNB	RAD54 branch	Cneo AK release	PGC1a acetyl inh	miR-122 sensor	RAD52 inh	ERAP1 inh	E-sel inducer
O=CNc1ccc2c3c(cccc13)-c1ccccc1-2	6	-3	-1	-4	-16	-50	-4	0.8
Cc1cccc2c(N=Nc3ccc(S(=O)(=O)Nc4ccc(Cl)cc4)cc3[N+](=O)[O-])c(O)[nH]c12	-4	nt	0	3	53	-9	-3	2.0
O=c1[nH]cc(S(=O)(=O)Nc2ccc3c(c2)OCO3)c(=O)[nH]1	8	-10	3	14	0	-4	0	0.2
COc1ccc2c3c(n(C)c2c1)[C@H](CO)N(C(=O)NC1CCCC1)CC31CN(C(C)=O)C1	nt	nt	nt	12	nt	-6	-3	-0.2
O=C(c1ccccn1)N(Cc1cc2ccccc2[nH]c1=O)C1CCCCC1	0	-4	-2	7	16	nt	nt	nt
C[C@@H]1CN([C@@H](C)CO)C(=O)c2cc(C#CCN(C)C)cnc2O[C@H]1CN(C)Cc1ccccn1	-2	-3	-8	9	-10[16.7 µM]	-28	-9	0.7
NNC(=O)c1n[nH]c(=O)c2ccccc12	5	6	1	24	0	-19	nt	0.2
O=C(Nc1ccc(OCC(F)(F)C(F)F)c(C(F)(F)F)c1)c1ccccc1	-2	6	1	-3	-5	nt	nt	nt
O=C(Nc1ccccc1)C1CC2CCCC(C1)C2=O (stereo not given)	6	5	-1	2	-3	-11	-1	nt
CC1Cc2nc(SCC(=O)NCCc3ccccc3)n(C)c(=O)c2S1 (stereo not given)	-2	8	2	6	-9	-11	3	0.1
C[C@@H]1CN([C@@H](C)CO)C(=O)c2cc(NS(=O)(=O)c3cccs3)ccc2O[C@@H](C)CCCCO[C@@H]1CN(C)S(=O)(=O)c1ccccc1	-4	-5	-1	1	-3[16.7 µM]	-2	1	nt
O=C(COC(=O)c1ccccc1C(=O)c1ccccc1)NCCc1ccccc1	nt	nt	nt	4	-6	-25	3	nt
C[C@H]1CN([C@@H](C)CO)C(=O)c2cccc(NC(=O)NC3CCCCC3)c2O[C@H]1CN(C)Cc1ccncc1	3	3	5	-1	12[16.7 µM]	-16	-1	1.5
COCC(=O)Nc1ccc2c(c1)C(=O)N(C)[C@H]1CC[C@H](CC(=O)NCCc3ccccc3)O[C@H]1CO2	1	-10	61	-2	8[16.7 µM]	4	1	-0.1
COc1ccc(S(=O)(=O)N2CCOCC2)cc1NC(=O)Cc1ccc2c(c1)OCCO2	0	4	-1	nt	nt	-33	-2	nt
CCC(=O)N1CCc2cc(S(=O)(=O)NCCC(=O)NC3CCCCCC3)ccc21	0	20	0	5	0	-4	6	2.2
Cc1ccc(N=C2C(=O)Nc3ccccc32)cc1	-1	-10	-1	nt	nt	1	1	0.0
Cc1noc(C)c1NC(=O)N(C)C[C@H]1Oc2ccc(NS(=O)(=O)c3ccc(F)cc3)cc2CC(=O)N([C@@H](C)CO)C[C@@H]1C	3	-2	0	6	-1[16.7 µM]	1	-1	0.4
C[C@@H]1CN([C@H](C)CO)S(=O)(=O)c2ccc(Br)cc2O[C@@H]1CN(C)S(=O)(=O)c1ccccc1	-1	-6	-5	-9	27[16.7 µM]	24	-3	0.3
CC(C)Cc1nnc(NS(=O)(=O)Cc2ccccc2)s1	4	7	0	2	-4	nt	nt	nt
CCc1ccccc1NC(=O)CCC(=O)N1CCSc2ccccc21	3	9	1	-1	3	-5	2	0.0
O=C(C[C@@H]1C=C[C@H](NC(=O)c2ccncc2)[C@@H](CO)O1)NCC1CC1	8	5	9	7	-4[16.7 µM]	-6	-3	-0.2
CC(C)CC(=O)N1CC(=O)Nc2ccc(F)cc2C1c1ccccc1 (stereo not given)	1	-8	1	-8	-1	-11	-3	nt
CCOC(=O)C1CCN(c2cc(C)nc3ccc(OC)cc23)CC1	1	17	0	12	4	-1	-1	0.8
CCOC(=O)COc1cccc2c(=O)n(CC(=O)NCCc3ccccc3)ccc12	2	2	1	24	5	-8	3	1.1
O=C(CSc1nnc2scc(-c3ccc(Cl)cc3)n12)NCc1ccco1	1	6	1	-8	2	-1	0	nt
C[C@H](CO)N1C[C@H](C)[C@@H](CN(C)C(=O)Nc2cccc3ccccc23)Oc2c(NC(=O)Nc3cccc4ccccc34)cccc2C1=O	-51	4	3	nt	-3[16.7 µM]	4	0	0.6
O=C(C[C@H]1CC[C@H]2[C@@H](COC[C@H](O)CN2C(=O)Nc2ccc(F)cc2)O1)NC1Cc2ccccc2C1	-2	1	-3	1	-5[16.7 µM]	-10	-1	-0.1
O=C1c2ccccc2NC(c2ccc(O)cc2)N1Cc1ccco1 (stereo not given)	-2	-4	0	6	7	nt	nt	nt
O=C(Cn1c(C(F)(F)F)nc2ccccc21)c1ccc(Cl)cc1	-3	7	2	-2	1	nt	nt	nt
O=C(c1sc2ccccc2c1Cl)N(Cc1ccccc1)C1CCS(=O)(=O)C1 (stereo not given)	-5	5	-2	-1	8	nt	nt	nt
C=C1CCC2[C@](C)(CO)[C@H](O)CC[C@@]2(C)[C@@H]1C/C=C1\C(=O)OC[C@H]1O (stereo not given in full)	-4	7	10	18	-1	-6	7	nt
O=C(Nc1nnc([C@H]2C[C@H](O)[C@@H](CO)O2)s1)c1cccc(Oc2ccccc2)c1	-5	2	-1	10	4	-18	-3	-0.2
CN(Cc1ccccc1)S(=O)(=O)c1ccc(N2CCCC2=O)cc1	-6	-1	0	2	1	-3	-1	-1.2
O=C(O)c1ccccc1N=Nc1ccc(O)cc1	-4	-9	-1	2	-4	-1	-5	-0.1
CCOC(=O)C1=NOC2C3CC(C12)C1C(=O)N(CCc2ccc(OC)c(OC)c2)C(=O)C31 (stereo not given)	-9	-4	7	1	-6	-9	-6	1.9
CC(C)CC(=O)NC(=S)Nc1ccc(N2CCN(C(=O)c3cccs3)CC2)cc1	-6	1	7	-6	nt	-5	nt	nt
O=C(Cn1cc(SCc2ccc(F)cc2)c2ccccc21)N1CCOCC1	5	-3	10	nt	7	-10	-3	nt
COc1ccc(C(=O)Nc2ccc(NC(=O)c3ccccc3)cc2)cc1S(=O)(=O)N1CCOCC1	2	6	7	nt	nt	-3	-1	0.0
CN(C)S(=O)(=O)c1ccc(Cl)c(NC(=O)C2CCN(S(=O)(=O)c3cccs3)CC2)c1	5	2	2	-3	-12	-7	-1	0.1
Cc1cc(=O)oc2c3c(cc(OCC(=O)NCc4ccccn4)c12)OC(C)(C)CC3	-7	-3	3	-1	-7	0	-2	nt
O=C(Nc1cc(C(F)(F)F)ccc1N1CCOCC1)c1c(F)c(F)c(F)c(F)c1F	-7	-1	-1	-5	2	nt	nt	nt
C[C@@H]1CN([C@H](C)CO)C(=O)c2cc(NC(=O)Nc3cccc4ccccc34)ccc2O[C@@H]1CN(C)C(=O)Nc1ccccc1	-5	-1	103*	-2	?	1	-13	1.5
COc1c2ccc(C(=O)NCCCCc3ccccc3)cc2nn1C	2	-9	-1	-3	-2	-14	-3	0.0
C[C@H]1CN([C@@H](C)CO)C(=O)c2cc(NS(=O)(=O)c3ccc(F)cc3)ccc2O[C@@H]1CN(C)Cc1ccc2c(c1)OCO2	0	3	-1	-10	-1[16.7 µM]	18	-1	-0.3
COc1cc(/C=C2\SC(=S)N(N3CCOCC3)C2=O)ccc1O	nt	nt	nt	8	4	-20	nt	2.7
O=C(Nc1cc(Cl)ccc1N1CCOCC1)c1cc2ccccc2o1	2	0	-1	-3	5	-7	1	nt
COc1cccc(NC(=O)CNC(=O)c2ccc(OC)c(OC)c2)c1	nt	nt	nt	11	nt	-22	0	1.7
COCCn1c(C)c(C)c2c(NCCc3ccccc3)ncnc21	7	-1	-6	51*	-5	-6	1	-0.5
